TNAP inh hiacc – TNAP (human) inhibition, high acceptor; P05186; purified TNAP, CDP-star luminescence, 1 M DEA; inhibition, % at 20 µM; 0.03% of 200,000 active;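 active = over 50% inhibition of tissue-nonspecific alkaline phosphatase at 20 µM in the single-dose screen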;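 also: plate controls were DMSO wells for no effect and EDTA-quenched wells as full inhibition for full effect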
FLuc stim CS – affects firefly luciferase, flagging false hits in luciferase stimulation screens; P08659; ATPlite luciferase biochemical, luminescence, 10 min; 0 = ATP-free wells, 1 = DMSO control; AID 1027; activation factor at 10 µM; 200,000 tested, under 10 active;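 active = luciferase activation factor, scaled between plate controls, of at least 2 with compound at 10 µM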
Target sequence (P08659 whole entry, looked up): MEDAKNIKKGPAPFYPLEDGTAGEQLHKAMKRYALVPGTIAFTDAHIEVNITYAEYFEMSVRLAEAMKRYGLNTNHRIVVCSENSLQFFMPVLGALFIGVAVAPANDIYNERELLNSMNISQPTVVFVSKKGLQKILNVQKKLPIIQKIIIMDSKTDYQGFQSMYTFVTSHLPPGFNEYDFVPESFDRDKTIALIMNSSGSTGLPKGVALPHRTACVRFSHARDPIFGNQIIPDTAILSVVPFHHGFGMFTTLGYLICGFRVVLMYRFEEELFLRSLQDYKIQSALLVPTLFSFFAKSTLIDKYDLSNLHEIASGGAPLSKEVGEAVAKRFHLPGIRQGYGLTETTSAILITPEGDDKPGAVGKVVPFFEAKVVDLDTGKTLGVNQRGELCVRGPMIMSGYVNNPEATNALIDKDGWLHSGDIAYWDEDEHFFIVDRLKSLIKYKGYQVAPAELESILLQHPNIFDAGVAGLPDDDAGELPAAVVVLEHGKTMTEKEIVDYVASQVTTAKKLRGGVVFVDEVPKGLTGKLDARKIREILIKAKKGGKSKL
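test system = cell-free luciferase reagent | medium = PBS as buffer for the ATP substrate | dosing = test compounds dosed from 2 mM stocks in 100% DMSO | incubation = 10 min at ambient temperature | detection = luminescence measurement of luciferase light output | benchmarks = low control with PBS replacing ATP, high control enzyme plus ATP without compound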
PMI activator – activators of human phosphomannose isomerase. P34949. purified human PMI, coupled resazurin fluorescence, 20 min; stronger effect = higher value; 1 = vehicle control, 0 substrate-free wells. activation factor at 20 µM. 0.005% of 190,000 active. AID 1214;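 active = activation factor of 2 or more at 20 µM, relative to plate controls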
Target sequence (P34949 whole entry, looked up): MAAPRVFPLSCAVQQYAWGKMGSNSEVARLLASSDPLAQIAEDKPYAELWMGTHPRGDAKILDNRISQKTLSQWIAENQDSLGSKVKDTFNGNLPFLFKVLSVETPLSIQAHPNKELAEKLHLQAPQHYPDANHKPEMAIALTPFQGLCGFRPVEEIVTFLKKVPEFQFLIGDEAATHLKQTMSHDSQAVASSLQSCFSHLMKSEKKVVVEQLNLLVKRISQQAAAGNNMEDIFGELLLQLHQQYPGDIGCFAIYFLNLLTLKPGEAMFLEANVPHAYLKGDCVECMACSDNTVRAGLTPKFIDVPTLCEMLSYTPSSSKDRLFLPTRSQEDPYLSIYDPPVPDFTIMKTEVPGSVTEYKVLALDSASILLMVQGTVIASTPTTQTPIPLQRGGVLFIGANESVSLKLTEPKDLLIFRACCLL
TNAP act hiacc – TNAP (human) activation, high acceptor; P05186; purified TNAP, CDP-star luminescence, 1 M DEA, 30 min; stronger effect = higher value; 0 = EDTA background, 1 = DMSO-only activity; activation factor at 20 µM; 200,000 tested, under 10 active;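 active = activation factor at least 2 at 20 µM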
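system = human TNAP | amount = enzyme diluted 1/800 final | reagent = 100 µM CDP-star substrate | signal = luminescent substrate turnover signal | dosing = one dose, 20 µM | benchmarks = EDTA negative control, DMSO positive control | measure = activation factor | timing = 30 min reaction, room temperature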
PMI act hi M6P – activators of human phosphomannose isomerase at near-saturating mannose 6-phosphate; P34949; coupled PMI enzyme assay, resazurin fluorescence, 20 min; stronger effect = higher value; 1 = untreated enzyme, 0 = substrate-free blank; activation factor at 20 µM; 0.34% of 190,000 active; AID 1216;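 active = activation factor of 2 or more at 20 µM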
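Test system: human phosphomannose isomerase with PGI, G6PDH, diaphorase coupling enzymes / Doses: 20 µM compound, 1% DMSO / Times: enzyme reaction with compound 20 min at room temperature / Measured by: Diaphorase-driven resazurin-to-resorufin fluorescence, excitation 544, emission 590 nm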
TNAP inh no acc – inhibitors of human TNAP without phosphate acceptor. AID 1012. P05186. 0.26% of 200,000 active. inhibition, % at 20 µM. purified TNAP, CDP-star luminescence, 30 min;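 active = tissue-nonspecific alkaline phosphatase inhibition above about 50% at 20 µM in the single-dose screen, limit read from the data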;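 also: 0% = DMSO negative control and 100% = EDTA positive control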
Diaph inh CS – counter-screen for diaphorase-based assays: diaphorase inhibitors and chemical oxidizers. diaphorase resazurin-to-resorufin fluorescence, NADH, 16 min; bacterial (C. kluyveri) enzyme, not human. inhibition, % at 20 µM. 0.69% of 190,000 active;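 active = primary screen inhibition at 20 µM above a set limit, cut at about 50% in these data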;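 also: plate controls were DMSO with full reaction for no effect and wells lacking NADH for full effect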
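Assay system – diaphorase enzyme from Clostridium kluyveri · Amount – diaphorase 0.14 U/mL (working solution) · Times – reaction incubation of 16 min at room temperature · Controls – No-NADH positive control and DMSO neutral control · Signal – resorufin fluorescence 544/590 nm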
HMGR II inh – blocks class II HMG-CoA reductase of Enterococcus faecalis; purified E. faecalis HMGR, NADPH absorbance 340 nm kinetic; inhibition, % at 10 µM; 0.41% of 190,000 active;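 active = inhibition above a set limit, the median over all tested compounds plus 3 SD, cut at about 9.5% in these data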;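 also: enzyme runs in reverse so mevalonate oxidation gives rising NADPH absorbance; 0% = complete reaction with DMSO and 100% = background rate lacking mevalonate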
G6PDH CS – inhibits Leuconostoc G6PDH, flagging false hits in G6PDH-based assays; Purified L. mesenteroides G6PDH, diaphorase/resazurin coupled fluorescence, 45 min; inhibition, % at 5 µM; 0.12% of 200,000 active; AID 1020; in the data active = inhibition above about 50%
Diaph act CS – activates diaphorase or chemically reduces, flagging diaphorase assay artifacts. Diaphorase/resazurin coupled assay, resorufin fluorescence, 16 min; stronger effect = higher value; 1 = vehicle wells, 0 = NADH-free wells. activation factor at 20 µM. 0.005% of 190,000 active. AID 1229;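 active = diaphorase activity raised at least twofold by the compound at 20 µM; inactive = activation factor below 2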
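Test system: Clostridium kluyveri diaphorase, purified enzyme; input: enzyme 0.07 U/mL final; buffer or medium: 50 mM HEPES pH 7.4 with 4.542 mM MgCl2, 0.005% Tween 20; also added: 0.114 mM NADH and 0.1 mM resazurin, final amounts; schedule: 16 min enzyme reaction, ambient temperature; technique: fluorescence of resorufin, 544 nm excitation, 590 nm emission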
* = called active by the depositor. Compounds were not picked by outcome; any-hit rate near 1.7%.

Short forms: A = TNAP inh hiacc; B = FLuc stim CS; C = PMI activator; D = TNAP act hiacc; E = PMI act hi M6P; F = TNAP inh no acc; G = Diaph inh CS; H = HMGR II inh; I = G6PDH CS; J = Diaph act CS
Cc1cc(N2CCN(S(=O)(=O)c3ccc(C)c(C)c3)CC2)c2ccccc2n1
  A = -6	B = 1.1	C = 0.9	D = 1.1	E = 1	F = -16	G = 28	H = -8	I = -7	J = 0.7
COc1ccc(OC)c(NC(=O)c2ccc(OC3CSC3)cc2)c1
  A = 1	B = 0.8	C = 1	D = 1	E = 1	F = -8	G = 9	H = 2	I = 3	J = 0.9
CC(C)(C)n1cnc2cc(NC(=O)c3cccs3)ccc21
  A = -2	B = 0.3	C = 1	D = 1	E = 1	F = 2	G = 12	H = -2	I = 3	J = 0.9
CCOc1ccc(N2C(=O)CC(N(CCc3ccc(OC)c(OC)c3)C(=S)Nc3ccccc3)C2=O)cc1 (stereo unspecified)
  A = -2	B = 1	C = 0.8	D = 1	E = 0.9	F = -1	G = 14	H = -3	I = -12	J = 0.9
CCOC(=O)c1cc2occc2n1Cc1ccc(F)cc1
  A = -3	B = 1	C = 0.8	D = 1	E = 0.9	F = -10	G = 18	H = 3	I = 5	J = 0.8
O=C(NC1CCCCCC1)C1Cc2ccccc2CN1C(=O)c1ccco1 (stereo unspecified)
  A = -1	B = 1.1	C = 1.2	D = 1	E = 1	F = -4	G = 2	H = 1	I = 4	J = 1
O=C(NCCN1CCOCC1)c1sc2ccccc2c1Cl
  A = -6	B = 1	C = 1.1	D = 1.1	E = 1	F = -4	G = 10	H = -5	I = 12	J = 0.9
CCCOc1ccc(CNC(=S)NCc2ccc(OC(C)C)cc2)cc1
  A = -4	B = 1.1	C = 0.9	D = 1	E = 1.1	F = -13	G = 5	H = 7	I = -10	J = 0.9
NC(=O)[C@@H]1CCCN1Cc1nc(Cc2cccc(C(F)(F)F)c2)no1
  A = -4	B = 1.1	C = 0.9	D = 1	E = 1	F = -10	G = 18	H = -3	I = 1	J = 0.8
Cn1c(=O)c2c(c3ccccc31)OC(C)(C)CC2
  A = -4	B = 1	C = 1	D = 1	E = 0.9	F = -6	G = 8	H = 4	I = 8	J = 0.9
C=CCn1c(SCC(=O)NC2CCS(=O)(=O)C2)nc2sc(CC)cc2c1=O (stereo unspecified)
  A = 6	B = 1	C = 1	D = 0.9	E = 1	F = -15	G = 8	H = -5	I = 14	J = 0.9
COc1ccccc1-c1cc(N)n(S(=O)(=O)c2ccc(F)c(C)c2)n1
  A = -2	B = 1.1	C = 1.1	D = 1	E = 1.1	F = -11	G = 6	H = -4	I = 1	J = 0.9
CCn1c(-c2cccc(Br)c2)n[nH]c1=S
  A = 2	B = 1	C = 1	D = 1	E = 1.1	F = 25	G = 6	H = -1	I = -10	J = 0.9
O=C(O)CC(NC(=O)COc1ccc(Cl)cc1Cl)C(=O)O (stereo unspecified)
  A = -2	B = 1	C = 1	D = 1	E = 1	F = -8	G = 2	H = -2	I = 5	J = 1
COCc1nnc(NC(=O)CSCc2ccccc2)s1
  A = 0	B = 1	C = 0.9	D = 1	E = 1	F = -2	G = 5	H = 0	I = 6	J = 0.9
COC(=O)c1ccc(COC(=O)CCC(=O)c2cccs2)cc1
  A = 3	B = 1	C = 1	D = 1	E = 1	F = -5	G = 3	H = -3	I = -2	J = 1
COc1ccc(/C=N/NC(=O)CCn2cnc(-c3ccccc3)c2-c2ccccc2)cc1
  A = -4	B = 1.1	C = 0.9	D = 1	E = 0.6	F = 0	G = 27	H = -3	I = -1	J = 0.7
COC(=O)C1=C(C)NC(=O)NC1c1ccc(OC(=O)c2ccco2)cc1 (stereo unspecified)
  A = -6	B = 1.1	C = 1	D = 1.1	E = 0.9	F = -6	G = 8	H = 0	I = 19	J = 0.9
O=C(NN=C(Cc1ccccc1)Cc1ccccc1)c1ccccc1F
  A = -2	B = 1	C = 0.9	D = 1	E = 0.9	F = -6	G = 12	H = -2	I = 5	J = 0.9
O=C(c1cc(-c2cccs2)on1)N1CCCc2ccccc21
  A = -3	B = 0.9	C = 0.9	D = 1	E = 1	F = -2	G = 5	H = -5	I = -14	J = 0.9
CC1Cc2ccccc2N1C(=O)CCS(=O)(=O)c1cccc2nonc12 (stereo unspecified)
  A = -7	B = 1.1	C = 0.9	D = 1.1	E = 1	F = -12	G = 12	H = 5	I = -1	J = 0.9
COc1cc(C(=O)N(CCCO)Cc2cc3ccc(C)c(C)c3[nH]c2=O)cc(OC)c1OC
  A = -6	B = 1	C = 1	D = 1.1	E = 1.1	F = -11	G = -5	H = 0	I = 2	J = 1
O=C(OCc1nc2scc(-c3ccccc3)c2c(=O)[nH]1)c1cc(Cl)ccc1[N+](=O)[O-]
  A = -3	B = 1.1	C = 1.1	D = 1	E = 1.1	F = 6	G = 10	H = -3	I = 11	J = 0.9
O=C(COc1ccc(Oc2ccccc2)cc1)NCc1cn2ccccc2n1
  A = -4	B = 1	C = 1	D = 1	E = 1.2	F = -1	G = -4	H = 0	I = 6	J = 1
Cc1cccc2cc(CN(CC3CCCO3)C(=S)Nc3ccccc3)c(=O)[nH]c12 (stereo unspecified)
  A = -5	B = 1.1	C = 0.9	D = 1	E = 0.9	F = -10	G = 22	H = -7	I = -27	J = 0.8

The final 7 records of the part before lead into the next:
Second line of a record – TNAP inh hiacc, FLuc stim CS, PMI activator, TNAP act hiacc, PMI act hi M6P, TNAP inh no acc, Diaph inh CS, HMGR II inh, G6PDH CS, Diaph act CS
O=C(NN=C(Cc1ccccc1)Cc1ccccc1)c1ccccc1F
→ -2, 1, 0.9, 1, 0.9, -6, 12, -2, 5, 0.9
O=C(c1cc(-c2cccs2)on1)N1CCCc2ccccc21
→ -3, 0.9, 0.9, 1, 1, -2, 5, -5, -14, 0.9
CC1Cc2ccccc2N1C(=O)CCS(=O)(=O)c1cccc2nonc12 (stereo unspecified)
→ -7, 1.1, 0.9, 1.1, 1, -12, 12, 5, -1, 0.9
COc1cc(C(=O)N(CCCO)Cc2cc3ccc(C)c(C)c3[nH]c2=O)cc(OC)c1OC
→ -6, 1, 1, 1.1, 1.1, -11, -5, 0, 2, 1
O=C(OCc1nc2scc(-c3ccccc3)c2c(=O)[nH]1)c1cc(Cl)ccc1[N+](=O)[O-]
→ -3, 1.1, 1.1, 1, 1.1, 6, 10, -3, 11, 0.9
O=C(COc1ccc(Oc2ccccc2)cc1)NCc1cn2ccccc2n1
→ -4, 1, 1, 1, 1.2, -1, -4, 0, 6, 1
Cc1cccc2cc(CN(CC3CCCO3)C(=S)Nc3ccccc3)c(=O)[nH]c12 (stereo unspecified)
→ -5, 1.1, 0.9, 1, 0.9, -10, 22, -7, -27, 0.8
N#CCCn1cc(C(=O)Nc2ccccc2Br)c(-c2cc3ccccc3o2)n1
→ -1, 0.9, 0.9, 1, 0.9, -2, 14, -5, 12, 0.9
C/C(CC(=O)Nc1cc(C)ccn1)=N\NC(=O)c1cccc(C)c1
→ -1, 1, 0.9, 1, 0.8, -3, 10, -1, 12, 0.9
Cc1ccc(C(=O)CSc2nc3c([nH]2)c(=O)n(C)c(=O)n3C)cc1
→ -9, 1.1, 1.1, 1.1, 1.1, -16, 11, 0, 0, 0.9
COc1ccc(Cl)cc1-c1nc(SCC(=O)N(C)CCC#N)n[nH]1
→ -6, 1, 1.1, 1.1, 0.9, 25, 10, 0, 4, 0.9
O=C(NCc1cccs1)C1CCCN(S(=O)(=O)c2cnc[nH]2)C1 (stereo unspecified)
→ -9, 1.1, 1.1, 1.1, 1.1, -11, 7, -8, 2, 0.9
NCCCCCc1nnc(SCC(=O)Nc2cccc(Cl)c2)o1
→ -3, 1, 1.1, 1, 1, -40, 5, -4, 4, 0.9
Cc1ccc(S(=O)(=O)N2CCN(C(=O)CCC(=O)NCCc3ccc(S(N)(=O)=O)cc3)CC2)c(C)c1
→ 2, 0.9, 1, 1, 1, -6, 4, 0, 9, 1
CCn1c(SCC(=O)N2CCc3ccccc32)nnc1-c1c[nH]c2ccccc12
→ 3, 1, 0.9, 1, 0.9, -4, 12, 1, -46, 0.9
O=C(NCCCNC(=O)C(F)(F)C(F)F)C(F)(F)C(F)F
→ -6, 1, 1, 1.1, 1, -11, 13, 1, 7, 0.9
COc1cc(OC)cc(C(=O)Nc2ncc3c(n2)CC(C)(C)CC3=O)c1
→ -10, 1.1, 1.1, 1.1, 1.1, -11, 9, -3, 1, 0.9
COc1ccc(C(=O)Cn2nnc(-c3ccccc3NC(=O)C3CC3)n2)cc1
→ -6, 1.1, 0.9, 1.1, 0.9, -12, 25, -3, 0, 0.7
Cc1cc(C)c(C)c(S(=O)(=O)Nc2ccccc2C(=O)NCCCn2ccnc2)c1C
→ -4, 1.1, 1, 1, 1, -33, -15, 0, 0, 1.2
CCC(=O)N1c2ccc(C)cc2C2=NNC(=S)NC21O (stereo unspecified)
→ -4, 1.1, 1.1, 1, 1.1, -6, 5, -6, 6, 1
O=S(=O)(c1ccc(C2CCCCC2)cc1)N1CCCC1
→ -8, 1.1, 1, 1.1, 1, -12, 11, -9, 10, 0.9
O=C(/C=C/c1ccc(F)cc1)N1CCN(c2ncccn2)CC1
→ -4, 0.7, 1.1, 1, 1, 0, 7, -3, 5, 0.9
O=[N+]([O-])c1cc(O)c2ncccc2c1
→ 4, 1, 0.8, 1, 0.5, -1, 52*, 1, 43, 0.5
O=C(COc1ccc(Br)cc1)Nc1ccc2c(c1)C(=O)NC2=O
→ -5, 1, 1.1, 1, 1.1, -3, -20, -7, 15, 1.2
CC(=O)c1cccc(NC(=O)NC2CCCc3ccccc32)c1 (stereo unspecified)
→ -2, 1, 0.9, 1, 1, -18, 10, -2, 10, 0.9
COc1ccc(N2C(=O)c3ccccc3NC23CCC(C)CC3)cc1 (stereo unspecified)
→ -4, 1, 0.9, 1, 0.9, -10, 17, -4, -2, 0.8
COC(=O)c1c(C)[nH]c(C(=O)/C=C/c2ccc(Cl)cc2)c1C
→ 5, 0.9, 0.9, 1, 1, -5, 2, -6, -28, 1
CCC(Oc1ccccc1)C(=O)Nc1cc(C)on1 (stereo unspecified)
→ 2, 1, 0.9, 1, 0.9, -12, 8, 1, -9, 0.9
O=C(O)/C=C\C(=O)Nc1ccc(N2CCN(c3ccc(Cl)cc3)CC2)cc1
→ -2, 0.9, 1.1, 1, 0.7, -5, 20, -6, 10, 0.8
CCN(N=Nc1cccc([N+](=O)[O-])c1)c1cccc([N+](=O)[O-])c1
→ 4, 1, 0.9, 1, 0.9, -3, 13, -12, 6, 0.9

Source: PubChem (several laboratories)
